GPR7 antagonist: human neuropeptides B/W receptor 1 antagonism; GPR7-expressing cells, fluorescence antagonist assay; inhibition, % at 4.4 µM; 1.1% of 290,000 active; AID 1861; in the data active = inhibition above about 16%, passing the limit was not always enough;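 note: cells stimulated with the agonist NPW; 0% = agonist with vehicle and 100% = vehicle without agonist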
Target sequence (P48145 whole entry, looked up): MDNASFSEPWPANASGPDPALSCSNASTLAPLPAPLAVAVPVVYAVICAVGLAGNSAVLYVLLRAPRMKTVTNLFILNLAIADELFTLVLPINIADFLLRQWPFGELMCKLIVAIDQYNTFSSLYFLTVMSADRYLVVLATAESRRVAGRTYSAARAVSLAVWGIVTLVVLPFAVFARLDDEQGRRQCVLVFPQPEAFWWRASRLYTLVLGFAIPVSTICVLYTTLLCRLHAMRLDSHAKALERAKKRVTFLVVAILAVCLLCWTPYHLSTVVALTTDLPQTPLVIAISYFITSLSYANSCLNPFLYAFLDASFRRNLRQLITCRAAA
OXTR potentiator: potentiates the human oxytocin receptor response; 0.061% of 320,000 active; CHO-OTR cells, Fluo-8 calcium fluorescence, potentiator mode; 0% = oxytocin EC15, 100% = EC100; P30559; activation, % at 3 µM; AID 2445;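 active = activation above that plate's cutoff, the mean activation of tested compounds plus 3 SD, cut at about 6.6% in these data, passing the limit was not always enough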;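 note: 100% uses oxytocin at 75 nM as the full agonist control; some results filed as inactive read as strong as hits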
Target sequence (P30559 whole entry, looked up): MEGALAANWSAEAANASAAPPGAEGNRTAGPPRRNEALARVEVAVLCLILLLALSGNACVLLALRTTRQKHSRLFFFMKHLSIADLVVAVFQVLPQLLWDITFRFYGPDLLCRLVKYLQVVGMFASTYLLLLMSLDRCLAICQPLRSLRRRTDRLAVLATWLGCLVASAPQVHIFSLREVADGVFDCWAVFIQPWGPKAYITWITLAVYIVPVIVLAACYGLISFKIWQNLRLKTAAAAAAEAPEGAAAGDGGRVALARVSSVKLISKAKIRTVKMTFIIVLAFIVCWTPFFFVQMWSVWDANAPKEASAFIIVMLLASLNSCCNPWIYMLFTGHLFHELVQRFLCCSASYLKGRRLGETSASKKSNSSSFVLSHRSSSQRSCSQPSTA
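System: human OTR in CHO cells; Also added: sub-maximal oxytocin, roughly EC15; Timing: compound 6 min at room temperature before oxytocin, 100 s read; Technique: Fluo-8 intracellular calcium fluorescence, ex 470-495, em 515-575 nm; Controls: oxytocin EC15 low and EC100 high; Replication: singlicate.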
TAAR1 antagonist: antagonists of human TAAR1. 1.5% of 360,000 active. Q96RJ0. inhibition, % at 3 µM. AID 624466. CHO RD-HGA16 TAAR1, Fluo-8 calcium fluorescence, antagonist;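 active = inhibition above a per-plate cutoff, the mean inhibition of test compounds on that plate plus 3 SD, cut at about 49% in these data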;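 note: 0% = DMSO plus EC80 beta-PEA response and 100% = DMSO alone without agonist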
Target sequence (Q96RJ0 whole entry, looked up): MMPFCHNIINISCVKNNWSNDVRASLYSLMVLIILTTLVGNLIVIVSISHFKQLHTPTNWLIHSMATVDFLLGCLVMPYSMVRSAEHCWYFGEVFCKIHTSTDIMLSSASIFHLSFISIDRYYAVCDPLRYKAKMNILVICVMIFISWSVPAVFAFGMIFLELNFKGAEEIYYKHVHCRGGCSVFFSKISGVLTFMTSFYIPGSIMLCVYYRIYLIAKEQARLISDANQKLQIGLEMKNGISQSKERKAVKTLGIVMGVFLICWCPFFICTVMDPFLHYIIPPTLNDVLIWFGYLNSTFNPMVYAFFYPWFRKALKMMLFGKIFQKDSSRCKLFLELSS
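test system = CHO RD-HGA16 cells bearing hTAAR1 | replication = singlicate | controls = DMSO-only wells and EC80 β-PEA-stimulated wells | reagent = EC80 β-phenethylamine stimulus | read-out basis = percent inhibition of PEA-evoked calcium signal, max/basal emission ratio | schedule = seeding 17-24 h prior, 75-min 37 °C, 30-min RT dye loading | signal = kinetic Fluo-8 calcium fluorescence measurement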
V1R ag counter: V1a receptor agonism, counter-screen for OXTR agonists; CHO-V1R cells, Fluo-8 calcium fluorescence, agonist mode; 0% DMSO, 100% 3 nM vasopressin; activation, % at 3 µM; 0.25% of 320,000 active; AID 2797;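 active = activation above the mean activation of all tested compounds plus 3 SD, per screening run, cut at about 20% in these data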;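 note: signal is peak over basal fluorescence ratio across a 100 second FLIPR read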
CHO parental Ca: counter-screen for OX1R antagonists: effect in parental CHO cells | parental CHO-K1, ATP-induced calcium, Fluo-8 fluorescence | inhibition, % at 5.6 µM | 0.63% of 330,000 active;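 active = inhibition above that plate's mean sample inhibition plus 3 SD, cut at about 26% in these data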;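 note: 0% = ATP-challenged DMSO wells and 100% = DMSO wells without ATP; some compounds past the cut are filed as inactive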
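Material: Parental CHO cells | Reagent: ATP | Compound dosing: Single nominal dose of 5.6 µM per compound | Detection: Intracellular calcium via Fluo-8 no-wash fluorescent dye | Read-out: % inhibition of ATP-induced calcium mobilization | Benchmarks: Low control ATP plus DMSO, high control DMSO only | Replicates: Singlicate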
CHO-K1 Ca ag: counter-screen for M1 agonists: effect in parental CHO-K1 cells; Fluo-8 calcium fluorescence; scaled to maximal ATP response, vehicle zero; activation, % at 3 µM; 0.48% of 360,000 active; AID 602248; in the data active = activation above about 15%;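 note: untransfected CHO-K1 host cells lacking M1 receptor as counterscreen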
CHO-K1 Ca antag: counter-screen for M1 antagonists: effect in parental CHO-K1 cells. AID 602250. 0.6% of 360,000 active. inhibition, % at 3 µM. ATP-induced calcium, Fluo-8 fluorescence;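 active = inhibition above a per-plate cutoff, the plate's mean sample inhibition plus 3 SD, cut at about 24% in these data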;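 note: 0% = DMSO plus EC80 ATP and 100% = DMSO alone without ATP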
CHO-K1 Ca PAM: nonselective activator or artifact in parental CHO-K1 calcium assay | 0.02% of 360,000 active | activation, % at 3 µM | AID 602247 | ATP EC20, Fluo-8 calcium fluorescence; 0% at ATP EC20, 100% at ATP max;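 active = activation above the run cutoff, the mean activation of all test compounds plus 3 SD, cut at about 40% in these data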;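 note: peak over basal fluorescence ratio in a 140 s read after ATP addition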
OXTR agonist: activates the human oxytocin receptor | 0.32% of 320,000 active | activation, % at 3 µM | CHO-OTR cells, Fluo-8 calcium fluorescence; normalized: DMSO 0%, oxytocin 100% | P30559;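 active = activation above the mean of all tested compounds plus 3 SD, cutoff set per screening run, cut at about 20% in these data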;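 note: peak over basal fluorescence ratio from a 100 s FLIPR kinetic read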
* = called active by the depositor; nt = not tested or not shown. No enrichment for hits; any-hit rate near 3.5%.

| SMILES | GPR7 antagonist | OXTR potentiator | TAAR1 antagonist | V1R ag counter | CHO parental Ca | CHO-K1 Ca ag | CHO-K1 Ca antag | CHO-K1 Ca PAM | OXTR agonist |
| --- | --- | --- | --- | --- | --- | --- | --- | --- | --- |
| Cn1cc(S(=O)(=O)N2CCCC2)cc1C(=O)NCc1ccccc1Cl | -10 | -2 | -12 | 1.0 | -11 | 1.1 | -13 | 18 | -0.7 |
| CC1CCC2(CC1)NC(=O)N(CC(=O)N1CCN(c3ccccc3)CC1)C2=O (stereo unspecified) | nt | -7 | 14 | 0.8 | -1 | -0.2 | 6 | -17 | 1.5 |
| CCOC(=O)C1=C(c2ccccc2)c2ccccc2N(S(=O)(=O)C(F)(F)F)C1C(=O)OCC (stereo unspecified) | nt | nt | 30 | nt | -27 | 0.7 | -9 | 12 | nt |
| Cc1ccc(NC(=O)CCC(=O)c2cccs2)nc1 | nt | 2 | 5 | 0.0 | -14 | 0.8 | 0 | 15 | -0.3 |
| COc1ccc2cc(CCNC(=O)C3CC3)c(=O)[nH]c2c1 | -14 | -5 | -22 | 0.8 | -5 | 0.7 | -5 | 16 | 0.1 |
| Cc1n[nH]c(=O)c2c(NC(=O)CSc3nnc(C4CC4)n3C)oc(C)c12 | nt | -9 | -14 | 0.7 | 4 | 1.9 | -1 | 12 | -0.3 |
| CC(C)C[C@H]1CNC(=O)C(=O)N1C[C@H]1CCCN1C[C@H](CC(C)C)N1C[C@H](CC(C)C)N(CCc2ccccc2)C(=O)C1=O | nt | nt | -26 | nt | nt | -0.7 | -13 | 14 | nt |
| COc1ccc(OC)c(NC(=O)C2CC(/C=C/c3ccccc3)=NO2)c1 (stereo unspecified) | 13 | -9 | -3 | 1.0 | -7 | 0.4 | -2 | -3 | -0.6 |
| CCCNC(=O)c1cc(S(=O)(=O)N2CCCCC2)ccc1N1CCOCC1 | nt | 2 | -6 | -0.7 | -4 | 0.7 | -18 | 17 | -0.1 |
| Clc1ccc(CN2CCCCCCC2)cc1Cl | 2 | -5 | -16 | -0.3 | -12 | 0.1 | -7 | 15 | -1.6 |
| COC(=O)c1ccc(Oc2nc(NC(C)C)nc(N(C)C)n2)cc1 | 4 | -16 | 1 | -0.5 | -5 | -0.5 | -11 | 8 | -1.6 |
| Cc1ccc(Nc2nc(-c3cccs3)cs2)nc1 | -10 | 0 | -13 | -1.6 | -18 | -0.2 | -22 | 21 | -1.4 |
| Clc1ccc2nc(-c3ccccn3)c(Nc3ccc4c(c3)OCO4)n2c1 | -1 | 8 | -21 | -1.8 | -22 | 0.1 | -9 | 19 | -2.1 |
| O=C(CN1CCCC1)Nc1ccc(F)c(Cl)c1 | -4 | -12 | -10 | 1.2 | 0 | -0.4 | -1 | 6 | 2.5 |
| COc1cccc(-c2cc(C(=O)N3CCCc4ccccc43)no2)c1 | 7 | -11 | 23 | 0.8 | -18 | 2.0 | -5 | 21 | -1.7 |
| CC(O)Cn1c(N2CCCC2)nc2c1c(=O)n(C)c(=O)n2C (stereo unspecified) | -10 | 7 | -13 | 0.3 | -7 | 0.0 | 3 | 1 | 0.0 |
| COc1cc(/C=N/NC(=O)c2cc(C)n(-c3ccc(F)cc3)c2C)cc(OC)c1O | -4 | -10 | -27 | -0.1 | -13 | -0.4 | -17 | -1 | -1.3 |
| COc1ccc(C(=O)N(CCc2ccccc2)Cc2ccccc2)cc1S(=O)(=O)N1CCOCC1 | nt | -8 | 29 | 1.2 | -33 | 4.7 | 1 | -12 | -2.3 |
| CC1CC(=O)N(CC(=O)Nc2ccc3c(c2)OCO3)c2ccccc2S1 (stereo unspecified) | -6 | -1 | -1 | 1.0 | -6 | 1.5 | -23 | 19 | 0.6 |
| CCN1CCN(C(c2cc(OC)ccc2OC)c2nnnn2Cc2ccccc2)CC1 (stereo unspecified) | -6 | -2 | -4 | 1.2 | -22 | 0.0 | -1 | 4 | 0.5 |
| Cc1ccc(S(=O)(=O)NC(=O)N(C)C2CCCCC2)cc1 | -14 | -12 | -15 | -1.6 | -14 | -0.2 | -1 | 0 | 0.2 |
| CC(N=C(NS(=O)(=O)c1ccc(Cl)cc1)c1ccccc1)C(=O)O (stereo unspecified) | -13 | -7 | 9 | 0.9 | -15 | 0.7 | -7 | 13 | 1.1 |
| CCOc1cc(CN2CCCC(CNC(=O)c3ccc(F)cc3)C2)ccc1OC (stereo unspecified) | -7 | -8 | -16 | 1.8 | -18 | 0.1 | -14 | 22 | -0.3 |
| O=C(NCc1ccccc1)C(=O)NCC1OCCN1S(=O)(=O)c1ccc(Br)cc1 (stereo unspecified) | 13 | -6 | 10 | 6.5 | 2 | 2.6 | -11 | -10 | 3.0 |
| O=C(Oc1ccc(-c2nnco2)cc1)N1CCCCC1 | -7 | -5 | 7 | 1.5 | 5 | -0.1 | 9 | 1 | -0.1 |
| O=[N+]([O-])c1ccc(S(=O)(=O)NCC(c2cccnc2)N2CCOCC2)cc1 (stereo unspecified) | -13 | -9 | 22 | 0.4 | 9 | 0.1 | -7 | 11 | 1.0 |
| NC(=O)c1nsc(C(=O)N(Cc2ccco2)C(C(=O)NC2CCCC2)c2ccc(O)cc2)c1N (stereo unspecified) | -9 | nt | 53* | nt | nt | 6.3 | -2 | 10 | nt |
| NNC(=O)C(=O)Nc1ccc(O)cc1 | -13 | 1 | 2 | 0.3 | -6 | 7.6 | -6 | 17 | -0.4 |
| CCN(CC)CCNS(=O)(=O)c1ccc(OC)c(Br)c1 | -8 | -2 | 8 | 0.6 | -1 | -0.1 | -9 | 8 | 1.5 |
| CCN(CC(=O)Nc1ccccc1C(F)(F)F)C(=O)c1ccccc1OCc1ccc(F)cc1 | nt | nt | 7 | nt | nt | 0.5 | 8 | 0 | nt |
| COc1ccc(Cl)cc1C(=O)NNC(=O)c1cccc([N+](=O)[O-])c1 | 17 | 0 | -3 | 0.6 | -3 | 0.7 | -5 | 11 | 0.5 |
| N/C(=N\OC(=O)CCCN1C(=O)c2ccccc2C1=O)c1ccc(Cl)cc1 | -4 | -2 | -2 | 0.1 | 0 | -0.2 | 2 | -3 | 1.4 |
| Cc1ccc(Cl)cc1N1CCN(S(=O)(=O)N2CCCCC2)CC1 | 23* | -13 | 1 | 0.3 | -25 | -0.7 | 14 | -14 | -2.3 |
| O=C(NCc1ccc(C(F)(F)F)cc1)c1cccc2c(-c3ccc(F)c(F)c3)coc12 | nt | nt | 9 | nt | nt | -0.2 | 5 | 1 | nt |
| COc1ccc(OC)c(N(CC(=O)N2CCCC2)S(=O)(=O)c2ccc(C)cc2)c1 | 1 | 3 | 6 | 2.2 | -6 | 0.9 | -8 | -3 | 0.6 |
| Cc1cc(C(=O)N/N=C2\CC(=O)CC(C)(C)C2)c2ccccc2n1 | -9 | -6 | -11 | 1.1 | -13 | -0.1 | 26* | -8 | 0.2 |
| Cn1c(=O)n(C)c2cc(N3CCCCC3)c(NC(=O)c3cccc(Cl)c3)cc21 | -16 | -1 | -22 | -0.4 | 5 | 0.6 | -4 | -12 | -0.6 |
| CNS(=O)(=O)c1ccc(NC(=O)C2CC(=O)N(c3ccc(Cl)cc3)C2)cc1 (stereo unspecified) | 14 | -14 | 18 | -0.2 | -5 | -0.7 | 21 | -7 | -1.8 |
| CN(C(=O)c1ccc(NC(=O)Cc2cccc(NC(=O)C3CCCN(C(=O)C4CCCC4)C3)c2)cc1)C1CCCC1 (stereo unspecified) | nt | -6 | -1 | 0.6 | -35 | -0.5 | -10 | 5 | 0.1 |
| Cc1ccc(S(=O)(=O)N2CCOCC2)cc1NC(=O)CSc1nnnn1C1CC1 | nt | nt | -7 | nt | nt | 0.1 | -8 | 3 | nt |
| CCC1/C(=N\O)CC(c2ccco2)NC1c1ccco1 (stereo unspecified) | -9 | -9 | 4 | -0.2 | -10 | 3.0 | -7 | 16 | -0.9 |
| NS(=O)(=O)c1ccc(CCNC(=O)COC(=O)CN2C(=O)C3CCCCC3C2=O)cc1 (stereo unspecified) | -1 | 0 | -6 | 0.7 | 6 | 0.9 | -13 | 2 | 0.5 |
| CC(C)(C)C(=O)NC(=S)NNC(=O)c1ccc(-c2ccccc2)cc1 | 103* | -11 | nt | 117* | 100* | 107* | 95* | -26 | 108* |
| CC(=O)c1c(C)[nH]c(C(=O)N2CCCC(C)C2)c1C (stereo unspecified) | -10 | -6 | 9 | 0.3 | -8 | 4.6 | -4 | 9 | 2.0 |
| CCc1cccc(CC)c1NC(=O)CSc1nc2ccc(N3C(=O)C4C(C3=O)[C@H]3C=C[C@@H]4C3)cc2s1 (stereo partly specified) | 1 | -4 | 8 | 2.9 | -17 | 6.0 | -13 | 18 | 2.7 |
| Brc1ccc(CSc2nnc(-c3ccco3)o2)cc1 | -2 | 0 | 4 | 0.2 | -8 | 0.4 | 11 | -4 | -2.4 |
| COc1ccccc1N(C)S(=O)(=O)c1ccc(Cl)c(C(=O)Nc2ccccc2N2CCOCC2)c1 | nt | nt | 16 | nt | nt | 0.0 | -12 | -20 | nt |
| COc1ccc(C2(O)CCN(Cc3nnnn3Cc3ccc(C)cc3)CC2)cc1 | 21 | -6 | -6 | 1.8 | -17 | 0.4 | 7 | -13 | 2.9 |
| Cc1ccc[n+](CC(=O)Nc2ccc([N+](=O)[O-])cc2)c1 | -18 | -13 | -13 | 0.1 | -10 | 0.2 | -10 | -1 | 0.1 |
| Cn1c(=O)cc(OCC(=O)N2CCN(c3ccccc3F)CC2)c2ccccc21 | -16 | -7 | 10 | -0.6 | -10 | 1.1 | -12 | -1 | -1.2 |

An excerpt of these results, with each value named:
NC(=O)c1nsc(C(=O)N(Cc2ccco2)C(C(=O)NC2CCCC2)c2ccc(O)cc2)c1N (stereo unspecified)
  GPR7 antagonist: -9
  OXTR potentiator: nt
  TAAR1 antagonist: 53*
  V1R ag counter: nt
  CHO parental Ca: nt
  CHO-K1 Ca ag: 6.3
  CHO-K1 Ca antag: -2
  CHO-K1 Ca PAM: 10
  OXTR agonist: nt
COc1ccc(OC)c(N(CC(=O)N2CCCC2)S(=O)(=O)c2ccc(C)cc2)c1
  GPR7 antagonist: 1
  OXTR potentiator: 3
  TAAR1 antagonist: 6
  V1R ag counter: 2.2
  CHO parental Ca: -6
  CHO-K1 Ca ag: 0.9
  CHO-K1 Ca antag: -8
  CHO-K1 Ca PAM: -3
  OXTR agonist: 0.6
CC(=O)c1c(C)[nH]c(C(=O)N2CCCC(C)C2)c1C (stereo unspecified)
  GPR7 antagonist: -10
  OXTR potentiator: -6
  TAAR1 antagonist: 9
  V1R ag counter: 0.3
  CHO parental Ca: -8
  CHO-K1 Ca ag: 4.6
  CHO-K1 Ca antag: -4
  CHO-K1 Ca PAM: 9
  OXTR agonist: 2.0

High-throughput results deposited in PubChem by The Scripps Research Institute Molecular Screening Center.
